CSN inh: inhibitors of CSN-mediated cullin deneddylation, primary screen, biochemical, fluorescence polarization, uHTS; Purified CSN, SCF-Nedd8-OG deneddylation; inhibition, % at 12.5 µM; 360,000 tested, 0.38% active;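 active means pattern-corrected inhibition above about 35%, with an unprinted fluorescence ratio check between 0.5 and 1.5, limit read from the data, passing the limit was not always enough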;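 further: 0% = enzyme with substrate and 100% = substrate without enzyme; some results filed as inactive read as strong as hits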
Target sequence (Q92905 whole entry, looked up, one chain of several): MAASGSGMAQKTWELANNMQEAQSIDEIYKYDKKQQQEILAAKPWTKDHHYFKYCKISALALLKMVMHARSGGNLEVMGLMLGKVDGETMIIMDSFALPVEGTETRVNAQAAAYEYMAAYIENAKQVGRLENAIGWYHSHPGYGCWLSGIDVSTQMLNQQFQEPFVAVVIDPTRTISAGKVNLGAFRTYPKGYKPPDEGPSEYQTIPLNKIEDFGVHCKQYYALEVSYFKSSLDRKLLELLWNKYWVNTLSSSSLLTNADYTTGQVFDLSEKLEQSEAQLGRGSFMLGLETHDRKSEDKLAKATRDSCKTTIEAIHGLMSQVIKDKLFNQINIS
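Test system: Human Csn5 produced in HEK293T cells | Compound: 12.5 µM single point | Times: 90 min, room temperature | Signal: Fluorescence polarization readout | Read-out basis: % inhibition of substrate cleavage by Csn5 | Controls: no-enzyme wells high, enzyme-with-substrate wells low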
Tb MetRS inh: T. brucei MetRS inhibitors, primary screen, biochemical, luminescence | inhibition, % at 11.9 µM | purified T. brucei MetRS, ATP depletion, Kinase-Glo luminescence | 360,000 tested, 0.4% active;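 active means inhibition above a per-plate cutoff of the control wells' mean inhibition plus 3 SD, cut at about 5.5% in these data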;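 further: 0% = DMSO wells median and 100% = median of wells with control inhibitor compound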
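Test system – parasite MetRS enzyme · Reagent – substrates ATP, L-methionine and bulk Escherichia coli tRNA · Doses – 11.9 µM compound single dose, 0.9% DMSO · Times – 15 min enzyme-compound preincubation, 2 h reaction, 10 min detection, 25 °C · Signal – Kinase-Glo luminescence, ATP depletion format · Controls – DMSO-only wells as low control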
LMPTP block: LMPTP phosphatase inhibitors, primary screen, biochemical, fluorescence intensity, uHTS. Low molecular weight phosphotyrosine protein phosphatase (Homo sapiens), P24666. recombinant LMPTP-A, OMFP fluorogenic substrate. inhibition, % at 20 µM. 360,000 tested, 0.22% active. AID 651560, 2012;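 active means compounds that cut the enzyme signal by at least half of the control window in the single-dose screen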;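 further: plate controls were DMSO wells with enzyme plus substrate for no effect and substrate without enzyme for full effect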
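Buffer or medium: Bis-Tris pH 6.0, DTT, detergent; Assay system: LMPTP-A enzyme; Quantity: 0.625 nM enzyme; Detection: endpoint fluorescence intensity; Times: 50 min dark incubation at room temperature; Controls: substrate-only low control, DMSO enzyme-plus-substrate high control; Doses: single 20 µM dose; Read-out: percent inhibition versus substrate-only and uninhibited controls; Reagent: 400 µM OMFP.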
DNMT1 block: human DNMT1 methyltransferase inhibitors, primary screen, biochemical, molecular beacon, fluorescence, HinP1I cleavage, uHTS; DNA (cytosine-5)-methyltransferase 1 (Homo sapiens), P26358; 360,000 tested, 0.83% active; AID 588458, 2011; inhibition (reported as % activation of signal), % at 10 µM; in the data active means inhibition above about 50%
Rpn11 block: Rpn11 (PSMD14) deubiquitinase inhibitors, primary screen, biochemical, fluorescence polarization, uHTS; 26S proteasome non-ATPase regulatory subunit 14 (Homo sapiens), O00487; human 26S proteasome, Ub4-pepOG fluorescence polarization; 20S core pre-blocked with epoxomicin; calls only at 20 µM; 360,000 tested, 0.59% active;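 active means inhibition at 20 µM, scaled to each plate's controls, above about 33%, limit read from the data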
MLLE-PAM2 inh: inhibitors of PABP1 MLLE–PAM2 peptide binding, primary screen, biochemical, fluorescence polarization, FITC-PAM2, GST-MLLE. Polyadenylate-binding protein 1 (Homo sapiens), P11940. inhibition, % at 20 µM. AID 588489, 2011. 360,000 tested, 0.36% active; in the data active means inhibition above about 35%, passing the limit was not always enough;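 further: plate controls were DMSO wells with GST-MLLE for no effect and wells lacking GST-MLLE protein for full effect; some results filed as inactive read as strong as hits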
SUMO1 PPI mod: modulators of SUMO1 protein-protein interactions, primary screen, biochemical, uHTS; inhibition, % at 20 µM; SUMO1 binding to a labelled peptide, TR-FRET, 1 h; 360,000 tested, 0.33% active; AID 602429, 2012; in the data active means inhibition above about 37%
Scp-1 inhibitor: Scp-1 phosphatase inhibitors, primary screen, biochemical, colorimetric, uHTS | Carboxy-terminal domain RNA polymerase II polypeptide A small phosphatase 1 (Homo … | Recombinant Scp1, phosphopeptide, malachite green phosphate absorbance | inhibition, % at 20 µM | 340,000 tested, 0.88% active;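 active means inhibition above about 50% at 20 µM, limit read from the data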;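 further: plate controls were DMSO wells with enzyme for no effect and wells lacking enzyme for full effect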
Target sequence (Q9GZU7 76-261 limits assumed): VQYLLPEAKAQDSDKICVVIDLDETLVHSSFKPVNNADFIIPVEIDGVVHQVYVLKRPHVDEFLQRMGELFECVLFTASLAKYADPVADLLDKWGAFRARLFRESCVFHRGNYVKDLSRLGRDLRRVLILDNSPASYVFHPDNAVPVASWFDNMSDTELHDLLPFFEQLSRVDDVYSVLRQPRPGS
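Incubation: 45 min enzyme reaction at room temperature / System: truncated SCP-1 phosphatase (76-261aa) / Reagent: Phospho 17-mer peptide substrate / Buffer or medium: Acidic Tris acetate buffer with magnesium and detergent / Signal: absorbance at 630 nm / Doses: one concentration, 20 µM, with 1.0% DMSO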
STEP block: STEP phosphatase inhibitors, primary screen, biochemical, fluorescence intensity, uHTS | inhibition, % at 20 µM | recombinant STEP, OMFP fluorogenic substrate | 360,000 tested, 0.25% active | Tyrosine-protein phosphatase non-receptor type 5 (Homo sapiens), P54829;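 active means inhibition at 20 µM, scaled per plate between control wells, above about 37%, limit read from the data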;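 further: 0% = DMSO with enzyme and substrate and 100% = substrate only without enzyme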
Target sequence (P54829 whole entry, looked up): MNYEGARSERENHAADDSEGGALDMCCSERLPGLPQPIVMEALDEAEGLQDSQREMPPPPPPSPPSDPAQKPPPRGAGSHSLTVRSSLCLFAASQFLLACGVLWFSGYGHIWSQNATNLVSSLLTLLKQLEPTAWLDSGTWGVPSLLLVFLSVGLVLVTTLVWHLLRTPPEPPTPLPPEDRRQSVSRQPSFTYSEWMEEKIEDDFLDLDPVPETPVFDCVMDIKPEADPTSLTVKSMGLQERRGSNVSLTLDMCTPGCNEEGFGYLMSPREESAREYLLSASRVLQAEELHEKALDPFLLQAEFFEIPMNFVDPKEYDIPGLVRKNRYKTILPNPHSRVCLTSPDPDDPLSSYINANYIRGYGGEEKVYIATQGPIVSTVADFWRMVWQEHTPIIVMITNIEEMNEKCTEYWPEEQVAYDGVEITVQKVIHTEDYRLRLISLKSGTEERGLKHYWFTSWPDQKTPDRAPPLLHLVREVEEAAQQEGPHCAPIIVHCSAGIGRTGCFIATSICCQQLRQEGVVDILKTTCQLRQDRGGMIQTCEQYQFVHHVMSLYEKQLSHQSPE
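Test system: STEP tyrosine phosphatase / Reagent: OMFP at 25 µM / Doses: 20 µM, 1% DMSO / Read-out: percent inhibition scaled to no-enzyme and uninhibited-enzyme controls, plate-pattern corrected / Detection: FITC-channel fluorescence of OMFP product / Medium: Bis-Tris buffer pH 6.0, 2.5 mM DTT, 0.005% Tween 20 / Schedule: 20 min at room temperature, dark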
NadD block: inhibitors of S. aureus NadD, primary screen, biochemical, colorimetric, uHTS; 360,000 tested, 0.78% active; Nicotinate-nucleotide adenylyltransferase NadD (Staphylococcus aureus N315); purified NadD enzyme, colorimetric absorbance read-out; inhibition, % at 20 µM; in the data active means inhibition above about 26%; further: some compounds past the cut are filed as inactive
An asterisk follows results filed as active; i = inactive; . = no result given; + = active, no number.

CSN inh,Tb MetRS inh,LMPTP block,DNMT1 block,Rpn11 block,MLLE-PAM2 inh,SUMO1 PPI mod,Scp-1 inhibitor,STEP block,NadD block,SMILES
1.3,-0.7,0.4,-0.1,i,-7.8,-24.4,.,2.2,0.8,COCCN(CCOC)Cc1cc(=O)oc2ccc3ccccc3c12
-2.2,0.6,-0.2,0.8,i,-5.5,4.3,0.7,0.5,-3.2,O=C(NC1CCN(S(=O)(=O)c2ccc(F)cc2)CC1)c1ccco1
-3.8,-0.4,-0.3,-5.2,i,2.9,-10.8,8.2,-1.9,-6.5,COc1ccc(N=Cc2ccc(CNS(=O)(=O)c3ccc(Cl)cc3)o2)cc1
-5.5,-0.3,-2.9,0.1,i,-1.1,-6.1,-7.8,-0.3,3.2,COC(=O)c1ccccc1N=Nc1c(C)n[nH]c1C
1.0,-0.1,-1.8,-8.3,i,-2.7,1.3,.,0.3,-0.6,Cc1cccc(C)c1NC(=O)C(c1ccccc1OC(F)(F)F)N1CCN(C/C=C/c2ccccc2)CC1 (stereo not drawn)
-0.5,-0.4,-1.1,-0.5,i,-0.8,-36.5,-1.6,1.7,-0.3,O=C(Nc1ccccc1C(=O)NCCCN1CCOCC1)c1cccc([N+](=O)[O-])c1
-4.0,-0.5,-3.2,7.2,i,-9.2,4.5,-8.7,-0.4,2.5,CCOC(=O)c1c(C)[nH]c(C(=O)NNC(=O)c2ccc(C(C)(C)C)cc2)c1C
1.9,-0.2,0.6,15.8,i,-4.4,-1.3,-5.4,-0.5,6.4,COc1ccccc1CNC(=O)CCc1c(C)nc2cc(-c3ccccc3OC)nn2c1C
-0.7,0.9,-0.6,3.0,i,0.0,3.5,-10.4,3.8,-6.3,CCOC(=O)c1sc(NC(=O)CNCc2ccccn2)c(C(=O)OCC)c1C
-0.1,-0.4,0.0,-2.5,i,14.9,0.9,.,-3.0,-10.9,COc1ccccc1CNC(=O)Nc1nc(C(N)C(C)C)cs1 (stereo not drawn)
-2.1,-1.1,-1.6,6.9,i,1.5,0.3,4.5,-4.0,-3.0,COC(OC)C1(C)C(C#N)=C(N)Oc2c1c(=O)oc1ccccc21 (stereo not drawn)
0.9,-0.8,-0.4,21.5,i,-1.7,1.7,10.0,5.1,16.1,CCC(C)c1ccc2oc(-c3ccc(NC(=O)c4ncn[nH]4)cc3)nc2c1 (stereo not drawn)
5.8,-1.0,0.9,-4.8,+,-22.6,-14.7,-12.3,3.2,-1.0,CCN1C(=O)c2cccc3c(NC(=O)c4ccc(S(=O)(=O)N5CCOCC5)cc4)ccc1c23
2.2,-1.9,0.3,4.6,i,6.6,-9.5,-7.3,1.3,-4.8,COC(=O)c1cc2c(s1)-c1cc(F)ccc1OC2
-2.6,-0.9,-2.0,-1.3,i,-1.3,-4.7,-3.5,-6.2,-4.1,CCOc1cc(-c2nc3cc(C)ccn3c2NCC2CCCO2)ccc1O (stereo not drawn)
3.9,0.1,-0.2,-0.2,i,3.8,-0.7,2.6,-3.0,-2.7,COC(=O)C1(NC(=O)CNC(=O)OCc2ccccc2)CCCC1

An excerpt of these results, with bars between the fields.
compound | CSN inh | Tb MetRS inh | LMPTP block | DNMT1 block | Rpn11 block | MLLE-PAM2 inh | SUMO1 PPI mod | Scp-1 inhibitor | STEP block | NadD block
CCN1C(=O)c2cccc3c(NC(=O)c4ccc(S(=O)(=O)N5CCOCC5)cc4)ccc1c23 | 5.8 | -1.0 | 0.9 | -4.8 | + | -22.6 | -14.7 | -12.3 | 3.2 | -1.0
CCOC(=O)c1sc(NC(=O)CNCc2ccccn2)c(C(=O)OCC)c1C | -0.7 | 0.9 | -0.6 | 3.0 | i | 0.0 | 3.5 | -10.4 | 3.8 | -6.3
COC(=O)C1(NC(=O)CNC(=O)OCc2ccccc2)CCCC1 | 3.9 | 0.1 | -0.2 | -0.2 | i | 3.8 | -0.7 | 2.6 | -3.0 | -2.7

Later entries
CSN inh,Tb MetRS inh,LMPTP block,DNMT1 block,Rpn11 block,MLLE-PAM2 inh,SUMO1 PPI mod,Scp-1 inhibitor,STEP block,NadD block,SMILES
0.3,0.1,-0.2,1.8,i,15.8,0.3,-2.4,-0.1,0.5,CC(C)CC(=O)Nc1cc2c3c(c1)C(C)C(=O)N3CCC2 (stereo not drawn)
1.0,-1.1,-0.7,-0.1,i,-11.3,-17.2,6.1,1.3,1.2,O=[N+]([O-])c1ccccc1Sc1nccn1Cc1ccccc1
5.6,0.7,1.7,-0.7,i,4.7,-7.9,-13.5,2.4,5.0,COc1ccc(OC)c2c(C)cc(NCCN3CCOCC3)nc12
2.7,-0.5,0.5,-0.5,i,-0.1,5.0,-1.2,-2.1,-0.6,CCN(C(=O)Cn1nc(C)c([N+](=O)[O-])c1C)c1c(N)n(Cc2ccccc2)c(=O)[nH]c1=O
1.0,-0.6,-2.5,0.7,i,-0.9,3.6,-4.0,1.7,-10.3,Cc1ccc(OCCNCC(O)COc2ccccc2)cc1 (stereo not drawn)
2.1,0.2,-1.4,-0.2,i,12.7,2.2,-2.7,-1.5,1.9,CCSc1ccccc1C(=O)Nc1cc(OC)c(OC)c(OC)c1
-4.2,-3.0,-1.7,0.1,i,-5.3,-15.2,-7.9,-3.0,-2.4,Cc1occc1C(=O)N/N=C/c1ccc2c(c1)OCO2
3.0,-0.2,2.6,-11.8,i,37.7,-7.9,-4.5,2.6,2.5,COc1ccc(Br)cc1/C=C/C(=O)NC(=S)Nc1ccc(CN2CCOCC2)cc1
1.6,-0.4,-1.3,3.4,i,1.0,-2.3,-14.9,2.1,3.5,COc1cccc(Oc2ccc(OC)cc2C(=O)O)c1
-6.3,-0.1,-1.8,4.5,i,-25.8,3.7,-0.3,0.8,-10.4,CCOc1ccc(C(C)NC(=O)Cc2ccccc2F)cc1OCC (stereo not drawn)
2.9,-0.6,-1.4,-0.3,+,2.7,-2.4,-9.0,1.2,-2.2,COc1ccc(C2=NC(=O)NC2c2ccc(OC)cc2)cc1 (stereo not drawn)
3.2,0.8,-0.9,2.1,i,1.4,-3.6,-6.1,1.7,-5.6,Cc1cc(C(=O)OCC(=O)NC2CCS(=O)(=O)C2)c2ccccc2n1 (stereo not drawn)
-0.4,-0.3,1.2,-1.9,i,-13.4,2.0,5.0,-0.4,1.1,COc1ccc(CC(=O)OCCc2cc3cc(OC)c(OC)cc3c(=O)o2)cc1
3.6,-0.8,0.5,-5.1,i,-4.0,-32.0,10.9,0.6,2.8,O=C(NCc1ccccc1Cl)C(=O)c1cn(CC(=O)N2CCOCC2)c2ccccc12
5.8,0.5,1.9,-2.0,i,-7.2,-2.6,-4.7,-3.4,-3.7,N#Cc1ccc(CSCC(=O)NN=C2CCCC2)cc1
-3.5,-0.4,-2.4,0.6,i,4.0,-2.3,-0.1,-2.6,-3.7,CN(C)C(CNS(=O)(=O)c1ccc(Cl)cc1F)c1ccco1 (stereo not drawn)
-0.4,0.1,-0.8,0.9,i,-2.2,-3.7,-7.3,3.2,4.9,Cc1ccc(/C(O)=C2\C(=O)C(=O)N(CCN(C)C)C2c2ccccc2F)cc1 (stereo not drawn)
4.0,-0.3,-1.0,-0.7,i,1.4,2.8,-26.4,-3.0,-0.9,CSCCC(=O)N1CCCC(CO)(CCCc2ccccc2)C1 (stereo not drawn)
-2.8,-0.7,0.4,0.1,i,32.1,7.2,1.1,1.8,1.0,Cc1cc(C)nc(NS(=O)(=O)c2ccc(NC(=S)NC(=O)c3ccco3)cc2)n1
-0.7,0.0,-1.8,0.9,i,11.3,-0.6,-10.7,-2.5,-0.3,O=C(Nc1ccc(F)cc1F)N1CCCCC1c1cccnc1 (stereo not drawn)
-4.1,-1.1,0.1,1.1,i,8.0,2.8,4.6,-10.8,-1.9,COc1ccc(Oc2c(C)oc3c(CN4CCOCC4)c(O)ccc3c2=O)cc1
1.6,-1.1,0.8,-2.9,i,6.4,-2.6,10.1,-0.8,-8.6,CCOc1ccc(NC(=O)CCSc2nc3c(c(CC)c2C#N)C(=O)CC(C)(C)C3)cc1
0.9,-1.1,0.3,-5.2,i,2.9,2.4,-9.6,0.6,6.5,O=C(Nc1ccc(N2CCN(C(=O)c3ccco3)CC2)c(Cl)c1)c1cccs1
-1.9,-1.6,-1.7,-0.4,i,-3.3,8.8,2.4,0.7,-2.3,Cc1cc(OC(=O)c2cccc([N+](=O)[O-])c2)c(C)cc1CN1CCOCC1
1.3,-0.5,-0.3,1.9,i,-0.1,3.0,-5.7,1.3,-4.3,CCN1CCN(c2ccc(S(=O)(=O)N3CCCCC3)cc2NC(=O)CCNC(C)=O)CC1
-4.2,-0.2,-1.8,1.8,i,15.0,4.2,-3.0,-1.9,-1.9,CCc1c(O)nc(SCC(=O)N(CC)CC)[nH]c1=O
-1.4,-0.5,0.1,1.3,i,2.9,0.5,-5.6,-1.0,-0.6,O=C(Cc1c(Cl)cccc1Cl)OCC(=O)N1CCN(C(=O)c2ccco2)CC1
-0.8,-0.3,-0.3,-0.9,i,-0.6,5.7,-10.3,0.3,5.0,CCOc1ccc(-c2nnc(NC(=O)Cc3ccc(OC)cc3)o2)cc1
1.2,1.0,0.9,-4.2,i,-8.1,-3.3,-10.4,-4.0,-8.8,O=C(Nc1ccc(Br)c(Cl)c1)c1ccco1
0.8,0.5,2.6,5.0,i,-5.7,-0.1,-14.4,-1.4,-4.4,CCOC(=O)C1=CN(Cc2cccc(F)c2)S(=O)(=O)N(C)C1c1ccc2ccccc2c1 (stereo not drawn)
-8.6,-0.3,-1.3,0.9,i,22.9,-7.3,-10.4,1.3,0.1,CSc1ccccc1Sc1cc(C(=O)O)c2ccccc2n1

High-throughput results deposited in PubChem BioAssay by several laboratories.

Not a hit list; about 3.6% have a hit in one of these screens.
